Screening data deposited in PubChem BioAssay by National Center for Advancing Translational Sciences (NCATS).
TDP43 rescue = qHTS of TDP-43 Inhibitors; TDP-43 expressing yeast growth rescue, BacTiter-Glo, 24 h; Potency, µM (doses to about 46.1 µM), for the others: at the top dose growth rescue (activation), actives largely listed as activators; hit rate 1.8% among 410,000; also: % of control where 0% means no effect; nearly all actives have a fitted effect of over 50% in size
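Cell-based yeast growth screen: TDP-43 expression induced in galactose, inoculum OD600=0.02 after raffinose pregrowth to mid-log. Read-out BacTiter-Glo luminescence at 24 hr, 30 deg C; inhibition of toxicity seen as signal increase.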
GLP1R cytotox = qHTS of GLP-1 Receptor Inverse Agonists: Cytotox Screen; HEK293 cAMP-luciferase reporter cells, luminescence, 24 h; Potency, µM (series often up to 38.3 µM), without a hit: top-dose activity change, negative = inhibition, actives largely listed as inhibitors; hit rate 0.13% among 410,000;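 also: loss of luciferase light is scored as toxicity; % is scaled to controls: 0 for no effect and ±100 for the full control effect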
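Step one: seed cells (200 cells/uL, DMEM with 10% Nu serum, 1% pen-strep). Step two: 12-hour incubation at 37 deg C. Step three: pin 23 nL compound, incubate 24 hr. Step four: add luciferase reagent, read luminescence 12 min later.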
SW480 rereplic = A quantitative high throughput screen for small molecules that induce DNA re-replication in SW480 colon adenocarcinoma cells; hit rate 1.8% among 340,000; SW480 DNA re-replication, Hoechst DNA content imaging, 48 h; AID 624297, 2012; Potency, µM (top dose mostly 46.1 µM), for inactives: at the highest dose re-replication activation, most hits filed as activators; also: % of control where 0% means no effect; nearly all actives have a fitted effect of over 55% in size
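Treated cells incubate 48 hr (37 C, 5% CO2), are stained 40 min with Hoechst, and nuclear fluorescence is enumerated; a rise in nuclei with high DNA signal marks re-replication.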
HT1080 IDH1KD tx = qHTS for induction of synthetic lethality in tumor cells producing 2HG: qHTS for the HT-1080-IDH1KD cell line; Potency, µM (highest dose often 46.1 µM), inactives show top-dose activity, negative = toxicity, usual class: cytotoxic; HT-1080 IDH1 knockdown viability, ATP luminescence, 48 h; AID 686971, 2013; hit rate 2% among 360,000;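 also: 0% = DMSO wells and -100% = cell-free medium wells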
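In this qHTS, HT-1080 cells depleted of IDH1 are exposed for 48 h at 37 °C to compound titrations. Toxicity is scored from CellTiter-Glo luminescence, with DMSO as full viability and medium alone as none.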
GLP1R inv ag = qHTS of GLP-1 Receptor Inverse Agonists (Inhibition Mode). Glucagon-like peptide 1 receptor (Homo sapiens), P43220. HEK293 GLP-1R CRE-luciferase, luminescence, 24 h; GLP-1R form is constitutively active. Potency, µM (highest dose often 38.3 µM), for the others: top-dose activity change, negative = inhibition, usual class: inhibitors. hit rate 1.6% among 410,000; also: % is scaled to controls: 0 for no effect and ±100 for the full control effect; nearly all actives have a fitted effect of over 55% in size
Target sequence (P43220 whole entry, looked up): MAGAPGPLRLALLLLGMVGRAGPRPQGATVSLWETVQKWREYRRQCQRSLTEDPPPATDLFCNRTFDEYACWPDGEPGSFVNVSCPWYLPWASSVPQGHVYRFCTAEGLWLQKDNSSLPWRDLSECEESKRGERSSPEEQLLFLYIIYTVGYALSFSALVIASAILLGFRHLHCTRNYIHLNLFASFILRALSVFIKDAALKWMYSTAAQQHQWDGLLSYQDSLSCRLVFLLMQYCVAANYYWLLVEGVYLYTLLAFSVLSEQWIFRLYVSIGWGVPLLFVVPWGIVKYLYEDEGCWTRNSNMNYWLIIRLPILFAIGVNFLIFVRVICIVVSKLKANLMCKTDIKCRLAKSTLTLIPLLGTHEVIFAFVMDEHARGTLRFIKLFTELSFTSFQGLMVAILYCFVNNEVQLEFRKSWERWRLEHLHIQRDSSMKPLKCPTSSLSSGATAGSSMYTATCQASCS
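HEK293 cells stably co-expressing constitutively active GLP-1R and a cAMP-responsive luciferase reporter were seeded in DMEM with 10% Nu serum, given compounds after 12 h, and incubated 24 h at 37 deg C. Luminescence was then read.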
HT1080NT lethal = qHTS for induction of synthetic lethality in tumor cells producing 2HG: qHTS for the HT-1080-NT fibrosarcoma cell line | HT-1080-NT fibrosarcoma viability, CellTiter-Glo ATP luminescence, 48 h | hit rate 1.6% among 360,000 | Potency, µM (doses to about 46.1 µM), for inactives: top-dose activity, negative = less viability, usual class: cytotoxic;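 also: NT is the 2HG producing partner of a matched IDH1 knockdown line; 0% = DMSO-treated cells and -100% = media-only wells without cells; nearly all actives have a fitted effect of over 55% in size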
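A 48-hour cytotoxicity screen used HT-1080-NT cells plated 2 hours before compound delivery. ATP-based CellTiter-Glo luminescence measured viability, normalized to DMSO and no-cell controls.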
GLP1R ag = qHTS of GLP-1 Receptor Agonists; Glucagon-like peptide 1 receptor (Homo sapiens), P43220; HEK293 GLP-1R CRE-luciferase, luminescence, 4-6 h; cells express a hypersensitive GLP-1R form; Potency, µM (series often up to 45.6 µM), without a hit: at the highest dose activation, usual class: activators; hit rate 0.007% among 380,000; also: % of control where 0% means no effect
KB-3-1 cytotox = qHTS assay for MDR1-selective chemotherapeutics: Primary screen using the parental adenocarcinoma cell KB-3-1 | KB-3-1 viability, CellTiter-Glo ATP luminescence, 72 h | Potency, µM (top dose mostly 46.1 µM), for the others: at the top dose activity change, negative = cytotoxic, most hits filed as cytotoxic | hit rate 1.4% among 400,000; also: % is scaled to controls: 0 for no effect and ±100 for the full control effect; nearly all actives have a fitted effect of over 60% in size
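Cytotoxicity measured as CellTiter-Glo luminescence after 72 h at 37 C. Compound titrations were pinned onto drug-naive KB-3-1 parental adenocarcinoma cells grown in DMEM with 10% FBS, and normalized data fitted to concentration-response curves.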
KB-V1 cytotox = qHTS assay for MDR1-selective chemotherapeutics: Primary screen using the drug-selected MDR subline cells KB-V1. KB-V1 MDR cells viability, CellTiter-Glo, 72 h. Potency, µM (doses to about 46.1 µM), without a hit: top-dose activity change, negative = cytotoxicity, usual class: cytotoxic. hit rate 3.4% among 400,000; also: % is scaled to controls: 0 for no effect and ±100 for the full control effect; nearly all actives have a fitted effect of over 60% in size
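KB-V1 cells (P-gp-expressing MDR subline of KB-3-1) in phenol-red-free DMEM with 10% FBS were exposed to library compounds over a concentration series for 72 h at 37 degrees C. Viability read by CellTiter-Glo luminescence; concentration-effect curves fitted after normalization.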
An asterisk follows results filed as active; ? = inconclusive; · = not tested or not shown; [ ] = remark or other dose. Calls follow the shape of the dose curve; as a rule, active = well fitted curve in the direction sought with a large enough effect; inconclusive = small, poorly fitted or top-dose-only effect, or another doubt; inactive = no such curve, though single readings can be large; an effect the other way counts as inactive or inconclusive. Potency is read from the fitted curve at half-maximal effect.

Order of values – GLP1R inv ag	GLP1R cytotox	GLP1R ag	HT1080 IDH1KD tx	KB-3-1 cytotox	HT1080NT lethal	KB-V1 cytotox	TDP43 rescue	SW480 rereplic
O=C(COC(=O)c1cc[n+]([O-])cc1)Nc1ccc([N+](=O)[O-])cc1
 : 4%	-5%	0%	3%	13%	1%	0%	0%	-31%[inhibitor]
CN1CCN(c2ccc(S(=O)(=O)N3CCCCC3)cc2NC(=O)CSC(C)(C)C)CC1
 : -25%	-10%	-8%	0%	0%	1%	8%	13%	·
CCC(C)C(NC(=O)C1CCC(=O)N1C(=O)OCc1ccccc1)C(=O)NC(Cc1ccccc1)C(N)=O (stereo not given)
 : -9%	0%	13%	15%	13%	2%	-18%	-8%	-6%
CC(=O)c1ccc(-n2ccnc2)cc1
 : -12%	4%	0%	13%	11%	5%	56%	-5%	-9%
Nc1c(Cl)c(Cl)nc(C(=O)OCC(=O)NC2CCCCC2)c1Cl
 : 4%	5%	6%	11%	-6%	6%	6%	?	-24%
O=S(=O)(c1ccc(Cl)cc1)c1nc(-c2ccco2)oc1N1CCOCC1
 : 4%	5%	1%	3%	11%	10%	-13%	-1%	-15%
CCOC(=O)N1CCC(n2c(SCC(=O)OCc3ccccc3)nc3ccsc3c2=O)CC1
 : ?	-21%	1%	-24%	1%	-4%	-27%	-14%	-1%
COc1cc(CNc2ccc3[nH]c(=O)[nH]c3c2)cc(Cl)c1OCc1ccccc1F
 : 3%	-6%	·	·	-12%	·	-3%	24%[9.22 µM]	·
CCO[C@@H]1OC(C(=O)NCc2nc3ccccc3[nH]2)=C[C@H](c2ccc(C(F)(F)F)cc2)[C@H]1CCCO
 : ?	-12%	1%	-15%	-15%	-12%	-1%	-3%	?
Cc1ccc(N(CCC(=O)O)S(=O)(=O)c2cccc(C(F)(F)F)c2)cc1
 : 1%	-3%	-1%	3%	13%	6%	14%	2%[9.22 µM]	-11%
CCOC(=O)c1c(NC(=O)COC(=O)Cc2c[nH]c3ccccc23)sc(C(=O)N(C)C)c1C
 : ?	-2%	17%	-2%	-2%	-8%	4%	0%	-279%[inhibitor]
COc1ccccc1C1CC(=O)Nc2cc3c(cc21)OCCO3 (stereo not given)
 : 0%	-12%	20%	1.8µM*	?	2.2µM*	5.8µM*	-1%	2.1µM*
O=C1CC(N2CCc3ccccc32)C(=O)N1c1ccccc1 (stereo not given)
 : 46%[activator]	3%	8%	14%	-3%	13%	7%	0%	-46%
O=C(NC1CC1)C1CCCN1C(=O)NC1CCCCC1 (stereo not given)
 : 7%	4%	-4%	12%	5%	2%	?	13%	-3%
CCOc1ccc(Nc2nc(Cc3nnc(SCC(=O)O)o3)cs2)cc1
 : -9%	-15%	10%	-6%	0%	3%	-3%	-5%	-2%

Individual results from above.
In GLP1R ag, CCC(C)C(NC(=O)C1CCC(=O)N1C(=O)OCc1ccccc1)C(=O)NC(Cc1ccccc1)C(N)=O (stereo not given) has 13%
In HT1080NT lethal, O=C(NC1CC1)C1CCCN1C(=O)NC1CCCCC1 (stereo not given) has 2%
In TDP43 rescue, O=C1CC(N2CCc3ccccc32)C(=O)N1c1ccccc1 (stereo not given) has 0%
In KB-V1 cytotox, O=C(COC(=O)c1cc[n+]([O-])cc1)Nc1ccc([N+](=O)[O-])cc1 has 0%
In GLP1R ag, O=S(=O)(c1ccc(Cl)cc1)c1nc(-c2ccco2)oc1N1CCOCC1 has 1%
In KB-3-1 cytotox, Nc1c(Cl)c(Cl)nc(C(=O)OCC(=O)NC2CCCCC2)c1Cl has -6%

Following part
Order of values – GLP1R inv ag	GLP1R cytotox	GLP1R ag	HT1080 IDH1KD tx	KB-3-1 cytotox	HT1080NT lethal	KB-V1 cytotox	TDP43 rescue	SW480 rereplic
Cc1ccc(S(=O)(=O)N2CCOC23CCN(S(=O)(=O)c2cccs2)CC3)cc1
 : 6%	8%	-3%	2%	-28%	0%	?	24%	-5%
C#CCOCCOCCOCCNc1nc(N2CCN(C(=O)CCCCCCCCCCNC(=O)Cn3cc(C[C@@H](C)O)nn3)CC2)nc(N2CCN(C(=O)CCCCCCCCCCNC(=O)[C@H](CCCN=C(N)N)n3cc(C[C@@H](C)CC)nn3)CC2)n1
 : ?	14%	3%	?	?	?	?	-10%	2%
COc1cccc(C2=NOC(C(=O)N3CCN(Cc4ccccc4)CC3)C2)c1OC (stereo not given)
 : -30%	-7%	0%	1%	-3%	0%	5.8µM*	10%	3%
COc1ccc(C)cc1NC(=O)C1CCN(S(=O)(=O)c2cccc3cccnc23)CC1
 : 10%	6%	2%	-5%	-11%	0%	11%	6%	1%
CCN(CC)S(=O)(=O)c1ccc(C(=O)Nc2nc3ccc(Cl)cc3s2)cc1
 : 20%	-6%	·	·	2%	·	3%	-6%	·
Cc1cccc(NC(=S)NCCC(c2ccccc2)c2ccccc2)c1
 : ?	?	-10%	-8%	-30%	-2%	?	21%	9%
CCc1ccc(NC2Nc3cc(C)nn3S2)cc1 (stereo not given)
 : 13%	-8%[1.53 µM]	0%	6%	-7%	10%	-18%	12%	?
CCCN(C(=O)CSCc1ccc(C)cc1)c1c(N)n(Cc2ccccc2)c(=O)[nH]c1=O
 : 20%	-5%	9%	-5%	-8%	-6%	8%	16%	·
CC1(C(=O)NCc2ccc(F)c(F)c2)Cc2c(-c3cccc(C(N)=O)c3)ccnc2O1 (stereo not given)
 : ?	?	11%	10µM*	?	26µM*	0%	0%	·
CCN(CCNC(=O)C1CCCN(Cc2nc(-c3ccc(OC)cc3)oc2C)C1)c1ccccc1 (stereo not given)
 : -4%	?	0%	-30%	?	?	?	0%	?
O=C(CN1C(=O)c2ccccc2C1=O)NCc1ccc(N2CCOCC2)cc1
 : 6%	2%	3%	7%	2%	-14%	-1%	15%	-10%
O=c1c(O[C@H]2O[C@@H](CO)[C@H](O)[C@@H](O)[C@@H]2O)c(-c2ccc(O)cc2)oc2cc(O)cc(O)c12
 : 4%	-27%	7%	15%	16%	19%	?	11%	-10%
CC1CCC(=NNC(=O)c2ccccc2-n2cccc2)CC1 (stereo not given)
 : 14%	7%	2%	-1%	?	-12%	?	-10%	-6%
COC(=O)c1cc(=O)c2c(C)nc(C(Cl)(Cl)Cl)nc2[nH]1
 : 6%[7.66 µM]	-2%[7.66 µM]	0%	8%	-3%	-2%	23%	3%[9.22 µM]	-2%
O=C(NCCc1nc2ccccc2[nH]1)C1CCC(=O)N(CCc2cccc(F)c2)C1 (stereo not given)
 : 22%	12%	0%	11%	-4%	12%	-2%	6%	-7%

Entries listed above marked active in SW480 rereplic:
| molecule | GLP1R ag | SW480 rereplic |
| --- | --- | --- |
| COc1ccccc1C1CC(=O)Nc2cc3c(cc21)OCCO3 (stereo not given) | 20% | 2.1µM* |

Continued.
Order of values – GLP1R inv ag	GLP1R cytotox	GLP1R ag	HT1080 IDH1KD tx	KB-3-1 cytotox	HT1080NT lethal	KB-V1 cytotox	TDP43 rescue	SW480 rereplic
CCOc1ccc(N2C(=O)CC(N3CCC(NC(=O)Nc4ccccc4)CC3)C2=O)cc1 (stereo not given)
 : 5%	-12%	-2%	1%	-2%	7%	23%	?	-9%
CCCn1c(=O)c(-c2nc3ccccc3[nH]2)c(O)c2ccccc21
 : 17%	4%	1%	7%	4%	2%	?	-1%	-5%
Cc1ccc(C)c(S(=O)(=O)N2CCN(c3ncnc4sccc34)CC2)c1
 : ?	12%	0%	4.6µM*	9.2µM*	5.8µM*	7.3µM*	?	?
O=C(c1ccc(NC2=NC3CS(=O)(=O)CC3S2)cc1)N1CCN(c2ccccc2)CC1 (stereo not given)
 : -2%	2%	0%	-3%	26%	8%	11%	0%	-1%
Cc1cc(C)n(CC(=O)NNC(=O)CCNC(=O)c2ccccc2Cl)n1
 : 11%	3%	2%	0%	16%	2%	12%	8%	1%
Cc1nc(N=Nc2ccc(O)cc2)n[nH]1
 : -5%	-54%	-6%	?	-3%	?	?	-2%	-12%
O=C(COC(=O)COc1ccc(Cl)cc1)NC1CCS(=O)(=O)C1 (stereo not given)
 : 0%	5%	5%	-1%	10%	20%	-25%	-1%	-1%
Cc1cc([N+](=O)[O-])ccc1NC(=O)CCC(=O)N1CCCCCC1
 : 1%	-7%	1%	-2%	4%	11%	-1%	10%	9%
CCCCc1cc(=O)oc2cc(C)cc(OCc3nn[nH]n3)c12
 : -2%	-6%	-13%	10%[9.24 µM]	6%	?	-4%	15%	-8%
Cc1cc(Br)ccc1NC(=O)CNC(=O)CN(C)Cc1nc2ccccc2c(=O)[nH]1
 : 1%	-4%	0%	-6%[9.24 µM]	4%	-7%	12%	-16%	2%

Arranged by molecular weight (lowest first): some entries from above.
Order of values – GLP1R inv ag	GLP1R cytotox	GLP1R ag	HT1080 IDH1KD tx	KB-3-1 cytotox	HT1080NT lethal	KB-V1 cytotox	TDP43 rescue	SW480 rereplic
CCCn1c(=O)c(-c2nc3ccccc3[nH]2)c(O)c2ccccc21
 : 17%	4%	1%	7%	4%	2%	?	-1%	-5%
Cc1cc([N+](=O)[O-])ccc1NC(=O)CCC(=O)N1CCCCCC1
 : 1%	-7%	1%	-2%	4%	11%	-1%	10%	9%
CCOc1ccc(N2C(=O)CC(N3CCC(NC(=O)Nc4ccccc4)CC3)C2=O)cc1 (stereo not given)
 : 5%	-12%	-2%	1%	-2%	7%	23%	?	-9%
